HePTP inhibitor = human HePTP phosphatase inhibition. hit rate 0.64% among 110,000. inhibition, % at 20 µM. recombinant HePTP phosphatase activity, OD absorbance. P35236; in the data active means inhibition above about 50%;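 further: plate controls were vehicle for no effect and reference inhibitor for full effect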
Target sequence (P35236 whole entry, looked up): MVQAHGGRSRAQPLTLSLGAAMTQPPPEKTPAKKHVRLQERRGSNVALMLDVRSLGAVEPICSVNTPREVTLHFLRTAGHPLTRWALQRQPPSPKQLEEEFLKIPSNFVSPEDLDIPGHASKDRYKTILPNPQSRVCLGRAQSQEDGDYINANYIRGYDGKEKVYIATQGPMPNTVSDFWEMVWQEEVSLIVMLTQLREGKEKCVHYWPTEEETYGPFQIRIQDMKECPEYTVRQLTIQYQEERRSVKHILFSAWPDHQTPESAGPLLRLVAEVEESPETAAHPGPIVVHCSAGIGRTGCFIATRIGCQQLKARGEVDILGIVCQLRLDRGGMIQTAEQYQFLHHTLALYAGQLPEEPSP
BAP1 inh = blocks human BAP1 ubiquitin-AMC hydrolysis; AID 436; recombinant BAP1, Ub-AMC hydrolysis fluorescence kinetic; stronger effect = lower value; hit rate 0.48% among 72,000; activity remaining (% of control), % at 20 µM; Q92560;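 active means activity remaining at or below 50% of control, provided the compound also passes the data quality filters; inactive means the rest, including low values that fail the filters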;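 further: 100% = DMSO wells rate and 0% = substrate alone blank rate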
Target sequence (Q92560 whole entry, looked up): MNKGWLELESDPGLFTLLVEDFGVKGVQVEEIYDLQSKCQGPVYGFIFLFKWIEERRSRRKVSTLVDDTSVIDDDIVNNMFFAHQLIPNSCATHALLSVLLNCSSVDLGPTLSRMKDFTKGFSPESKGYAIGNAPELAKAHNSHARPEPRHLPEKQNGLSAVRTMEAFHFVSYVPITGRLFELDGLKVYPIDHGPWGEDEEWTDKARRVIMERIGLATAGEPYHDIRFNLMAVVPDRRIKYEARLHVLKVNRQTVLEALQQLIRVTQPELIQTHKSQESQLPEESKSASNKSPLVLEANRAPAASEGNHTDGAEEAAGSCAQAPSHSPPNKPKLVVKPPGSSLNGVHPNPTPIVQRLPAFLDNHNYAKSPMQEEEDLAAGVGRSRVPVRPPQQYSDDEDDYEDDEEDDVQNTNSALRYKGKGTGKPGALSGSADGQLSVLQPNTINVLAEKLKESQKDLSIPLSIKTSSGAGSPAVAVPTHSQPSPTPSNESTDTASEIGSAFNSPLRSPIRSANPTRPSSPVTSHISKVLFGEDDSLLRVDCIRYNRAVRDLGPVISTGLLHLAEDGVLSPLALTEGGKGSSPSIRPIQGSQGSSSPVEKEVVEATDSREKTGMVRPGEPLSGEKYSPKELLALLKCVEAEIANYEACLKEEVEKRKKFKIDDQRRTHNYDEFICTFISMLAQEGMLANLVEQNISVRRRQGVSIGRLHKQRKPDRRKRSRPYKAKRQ
An asterisk follows results filed as active; · = no result given; & = joins results of further samples.

Results follow in this order: BAP1 inh | HePTP inhibitor
1: CC1(C)CC(NS(=O)(=O)c2ccc(Cl)cc2)CC(C)(C)N1
    · | -2
2: COC(=O)Cn1cnc2c(nnn2-c2ccc(C)cc2)c1=O
    102 | 2
3: Nc1ccc(C(=O)N2N=C3CCCCC3C2(O)C(F)(F)F)cc1 (stereo not drawn)
    · | -2
4: O=C(CSc1nc2ccccc2c(=O)n1Cc1ccco1)NCc1ccccc1
    90 | 8
5: CC(=O)N1CCC2(CC1)C(C#N)=C(N)Oc1n[nH]c(C(F)(F)F)c12
    138 | -1
6: Cc1nnc(NC2=NCCCCC2)o1
    59 | -6
7: O=C(c1ccc2c3c(cccc13)CC2)N1CCOCC1
    87 | -1
8: CC1CCCN(c2nc3c(c(=O)[nH]c(=O)n3C)n2CCSc2nc3ccccc3o2)C1 (stereo not drawn)
    90 | -5
9: COC(=O)C1=C(C)N(C)C(=S)NC1c1ccc(OC)cc1 (stereo not drawn)
    95 | ·
10: Cc1cccc(C(OC(=O)c2ccco2)C(=O)NCc2ccccc2)n1 (stereo not drawn)
    107 | 7
11: CCC(=O)Nc1sc2c(c1C(=O)Nc1ccc(OC)cc1)CCCCC2
    · | -3
12: CCCCOc1ccc(/C(N)=N/O)cc1
    100 | 7
13: OC(COc1ccccc1)CSc1nc2ccccc2s1 (stereo not drawn)
    · | -4
14: Cc1ccccc1C1CC(c2ccc(F)cc2)Nc2nc(N)nn21 (stereo not drawn)
    · | 1
15: CCC(=O)Oc1ccc2c(=O)c(-c3ccccc3)coc2c1
    · | -5
16: CCOC(=O)C1CCCN(C(=O)CN2C(=O)COc3ccc(C(C)(C)C)cc32)C1 (stereo not drawn)
    91 | -6
17: CC(C)(C)N(Cc1cc2ccccc2[nH]c1=O)C(=O)c1cccnc1
    97 | 0
18: CCOC(=O)c1c(C)n(C)c2ccc(OCC(O)CN3C(=O)c4ccccc4S3(=O)=O)cc12 (stereo not drawn)
    118 | ·
19: COC(=O)C1=C(C)NC2=C(C(=O)CCC2)C1c1ccc(Cl)cc1 (stereo not drawn)
    · | -9
20: O=C(CSc1nnc(CNC(=O)c2cccs2)o1)NCc1ccc(F)cc1
    86 | 2
21: N/C(=N/c1nc2ccccc2o1)NC(=O)c1cccc(Br)c1
    · | 5
22: CCOC(=O)C1=C(O)CSC1=Nc1ccc(Cl)cc1
    98 | 0&4
23: CCc1ccccc1NC(=O)C1CC(=O)N(c2cccc([N+](=O)[O-])c2)C1 (stereo not drawn)
    · | 5
24: O=C(Nc1nnc(/C=C/c2ccccc2)s1)c1ccccc1Br
    · | -8
25: COc1ccc([N+](=O)[O-])cc1NC(=S)Nc1ccccc1
    · | 2
26: C=C(C)C1CC=C(C(=O)O)CC1 (stereo not drawn)
    97 | ·
27: O=C(COc1ccccc1Cl)NCc1ccc2c(c1)OCO2
    · | 4
28: COc1cc(Br)c(C2C(C(=O)OCCOc3ccccc3)=C(C)NC3=C2C(=O)CC(C)(C)C3)cc1OC (stereo not drawn)
    · | 2
29: CC(=O)Nc1ccccc1NC(=O)COc1ccc(C)cc1C
    · | -5
30: CC(C)CC(C(=O)O)C(C)CC(=O)Nc1ccn(-c2ccccc2)n1 (stereo not drawn)
    78 | 3

Quoted from the listing.
cpd 17 in HePTP inhibitor → 0
cpd 22 in BAP1 inh → 98

Back to the main list with the five entries that preceded the break.
Results follow in this order: BAP1 inh | HePTP inhibitor
26: C=C(C)C1CC=C(C(=O)O)CC1 (stereo not drawn)
    97 | ·
27: O=C(COc1ccccc1Cl)NCc1ccc2c(c1)OCO2
    · | 4
28: COc1cc(Br)c(C2C(C(=O)OCCOc3ccccc3)=C(C)NC3=C2C(=O)CC(C)(C)C3)cc1OC (stereo not drawn)
    · | 2
29: CC(=O)Nc1ccccc1NC(=O)COc1ccc(C)cc1C
    · | -5
30: CC(C)CC(C(=O)O)C(C)CC(=O)Nc1ccn(-c2ccccc2)n1 (stereo not drawn)
    78 | 3
31: c1n[nH]c(SCCCCSc2ncn[nH]2)n1
    111 | 10
32: O=C(Oc1c(Cl)cc(Cl)c2cccnc12)N1CCCCC1
    · | 4
33: CCn1c(CCCO)nc2ccccc21
    · | 8
34: O=C(CCn1cnc2ccccc2c1=O)Nc1cccc(Cl)c1
    140 | 1
35: COc1cccc(N2C(=O)CC(Nc3ccc(N4CCOCC4)cc3)C2=O)c1 (stereo not drawn)
    93 | -2
36: CCOC(=O)N1CCC(n2c(SCC(=O)Nc3nccs3)nc3ccsc3c2=O)CC1
    102 | -2
37: O=C(NCc1ccc(F)cc1)C1CCN(S(=O)(=O)N2CCCCC2)CC1
    99 | -4
38: COc1ccc(CN(C(=O)c2ccco2)c2ccc(Br)cc2)cc1OC
    87 | -10
39: CCOc1ccccc1C1CC(c2ccc(Br)cc2)Nc2nc(N)nn21 (stereo not drawn)
    77 | 9
40: CCOC(=O)CN(C(=O)CNC(=O)c1ccco1)C(C(=O)NC1CCCC1)c1ccccc1OCC (stereo not drawn)
    93 | -8
41: COc1cc(NC(=O)c2ccc([N+](=O)[O-])cc2)ccc1NC(=O)c1ccco1
    · | 6
42: COC(=O)C1=C(C)N=c2s/c(=C\c3cccc([N+](=O)[O-])c3)c(=O)n2C1c1ccc(OC)cc1 (stereo not drawn)
    · | 11
43: Cc1ccc(CN2C(=O)CCC2C(=O)NC(C)C)cc1 (stereo not drawn)
    129 | 9
44: CCOCCCN1CC(C(=O)NCCc2ccc(C)cc2)CC1=O (stereo not drawn)
    108 | 6
45: COc1cc(OC)c(/C=C2/C(=O)Nc3ccccc32)c(OC)c1
    86 | ·
46: N/C(CC(=O)NCCOc1ccccc1)=N\O
    120 | -10
47: CC1(C)CC(=O)C2=C(C1)OC1=C(C(=O)CC(C)(C)C1)C2c1ccc(Br)c([N+](=O)[O-])c1
    · | 2
48: Cc1cc(Cl)ccc1NC(=O)Cc1ccccc1
    · | -1
49: CN1C(=O)N(C)C2C1N(C)S(=O)(=O)N2C (stereo not drawn)
    109 | 4
50: O=C(Nc1cccnc1N1CCOCC1)c1cc2ccccc2oc1=O
    · | -4
51: CSc1sc(I)cc1/C=N/NC(=O)c1nnn(-c2nonc2N)c1C
    · | 7
52: COc1cccc(-c2cc(C(=O)NCc3ccc(Cl)cc3)no2)c1
    61 | 8
53: Cc1ccc(OCCNC(=O)c2ccc(C)cc2)cc1
    · | 4
54: Cc1ccc(C(=O)Nc2ccc(S(=O)(=O)Nc3ncccn3)cc2)cc1[N+](=O)[O-]
    84 | 11
55: Cc1cccc(-n2c(SCCc3ccccc3)nc3ccccc3c2=O)c1
    · | 3
56: Cc1ccc(S(=O)(=O)N2CCOCC2)cc1C(=O)N1CCOCC1
    129 | -1
57: CC(=O)Oc1ccc(/C=C2\C=C(c3ccc(C)cc3)OC2=O)c(OC(C)=O)c1
    · | -1
58: Cn1cccc1Cc1nnc(SCC(=O)Nc2ccc(F)cc2F)n1-c1ccc(F)cc1
    82 | 8
59: CCc1ccc(NC(=O)c2cnc3n(c2=O)CCS3)cc1
    78 | 7
60: c1ccc(Nc2nc3ccccc3[nH]2)nc1
    114 | 9

Next structures
Results follow in this order: BAP1 inh | HePTP inhibitor
61: Cc1ccc(OCc2nc(-c3ccc(Cl)cc3Cl)no2)c(C)c1
    · | -9
62: CCN(CC)c1ccc(C=Nc2cccc([N+](=O)[O-])c2C)cc1
    · | -10
63: CC(C)C(=O)Nc1ccc2c(c1)nc1n2CCSC1
    89 | 9
64: CC(=O)n1nc(C)c2c1C[C@@H]1[C@H]2C1(C)C
    · | 2
65: Cc1cccc(OCCN2CSC(=S)N(C)C2)c1
    85 | 7
66: Cc1[nH]c2ccccc2c1C(=O)CSCC(=O)O
    82 | 2
67: Nc1ncnc2c1ncn2CCN1CCOCC1
    90 | 8
68: COc1ccccc1C/C(N)=N/OC(=O)c1ccc(C(C)(C)C)cc1
    · | -19
69: Cc1ccc(NC(=O)CNS(=O)(=O)c2cccs2)cc1F
    · | 15
70: COc1ccc(N2C(=O)/C(=C3/C(=O)N(Cc4ccccc4F)c4ccccc43)SC2=S)cc1
    · | -11
71: CCOC(=O)C(C)Oc1ccc2c(C)c(C)c(=O)oc2c1 (stereo not drawn)
    · | 6
72: CCOC(=O)Cn1c(=O)n(Cc2ccco2)c(=O)c2ccc(C(=O)NCCc3ccccc3)cc21
    83 | 1
73: C=CCN1C(=O)/C(=N/n2cnnc2)c2ccccc21
    · | 3
74: Cn1c(-c2ccc3nc(N)sc3c2)nc2cc(N)ccc21
    · | 6
75: CC1=C(C(=O)Nc2ccc(Br)cc2)C(c2ccccc2F)NC(=O)N1 (stereo not drawn)
    · | -1
76: Cc1noc(NS(=O)(=O)c2ccc(N3C(=O)c4ccccc4C3=O)cc2)c1C
    99 | 4
77: O=C(CCCn1c(SCC(=O)NC2CCCC2)nc2ccccc2c1=O)NCC1CCCO1 (stereo not drawn)
    97 | 8
78: CC(=O)C(Sc1ccccc1)C(=O)c1ccccc1 (stereo not drawn)
    · | 0
79: CN(C)C(=O)c1nnc(Cc2ccc(Cl)cc2)o1
    100 | 3
80: CCOC(=O)C1=C(C)NC2=C(C(=O)CCC2)C1c1ccccc1OC (stereo not drawn)
    96 | ·
81: COc1ccc(N(C(=O)c2ccco2)S(=O)(=O)c2cccs2)cc1
    100 | -10
82: O=C(NCc1ccco1)c1cc(-c2ccccn2)nc2ccccc12
    109 | -11
83: NCCNC(=O)c1ncsc1-c1cccc(F)c1
    99 | ·
84: COC(=O)c1c(-c2ccc(F)cc2)noc1N
    125 | -4
85: CCOC(=O)C1(N(CC)CC)Sc2cc(C)ccc2NC1=O (stereo not drawn)
    92 | 4
86: Cc1ccc(-n2c(C)cc(/C=N/NC(=O)c3ccncc3)c2C)cc1C
    · | 2
87: CSCCC(Nc1ncnc2sc3c(c12)CCCC3)C(=O)O (stereo not drawn)
    103 | ·
88: Cn1c(SCC(=O)N2CCN(c3ccccc3)CC2)nnc1-c1cc2ccccc2o1
    100 | -6
89: CC(C)(c1ccc(O)cc1)c1ccc(Oc2ccc([N+](=O)[O-])cc2)cc1
    55 | ·
90: O=C(Cc1ccc(-n2c(=O)[nH]c3ccccc3c2=O)cc1)N1CCN(c2ccccc2)CC1
    103 | 4

Ordered by molar mass (high to low): some entries from above
Results follow in this order: BAP1 inh | HePTP inhibitor
41: COc1cc(NC(=O)c2ccc([N+](=O)[O-])cc2)ccc1NC(=O)c1ccco1
    · | 6
21: N/C(=N/c1nc2ccccc2o1)NC(=O)c1cccc(Br)c1
    · | 5
27: O=C(COc1ccccc1Cl)NCc1ccc2c(c1)OCO2
    · | 4

Later entries.
Results follow in this order: BAP1 inh | HePTP inhibitor
91: O=C(Nc1ccc(N2CCOCC2)cc1)NC1CCCCC1
    95 | 4
92: COc1cc(-c2nnc(Cn3cc(C(F)(F)F)ccc3=O)o2)cc(OC)c1OC
    117 | 13
93: O=C(O)C1C2C=CC3(CN(CC(O)COc4ccccc4)C(=O)C13)O2 (stereo not drawn)
    92 | 0&-18
94: O=[N+]([O-])c1ccc(-n2ncnc2-c2ccc(Br)cc2)c(Cl)c1
    · | 0
95: CN(C(=O)c1cccnc1)c1nnc(-c2cccnc2)s1
    96 | 8
96: O=C(Nc1ccc(Cc2ccncc2)cc1)Nc1cccc2ccccc12
    · | 8
97: Cc1ccc(-c2cc(NC(=O)c3ccccc3[N+](=O)[O-])n[nH]2)cc1
    · | -7
98: Cn1c(Cn2c(=O)sc3ccccc32)nnc1SCc1ccccc1
    94 | -9
99: C=CCOC(=O)C1=C(C)NC2=C(C(=O)CC(C)(C)C2)C1c1cc(Br)c(O)c(OC)c1 (stereo not drawn)
    120 | ·
100: CCn1c(CSc2ncccn2)nnc1SCC(=O)N1CCc2ccccc21
    91 | 9
101: O=C(CN(CCc1ccccc1)S(=O)(=O)c1ccc(Br)cc1)NCc1ccccn1
    · | 10
102: Fc1ccc(N2CCN(C(c3cccs3)c3nnnn3CCc3ccccc3)CC2)cc1 (stereo not drawn)
    80 | 2
103: COc1cc(CC(=O)Nc2ncc(C)s2)cc(OC)c1OC
    90 | 11
104: Clc1ccc(OCc2nn3c(C4CCCCC4)nnc3s2)c(Cl)c1
    79 | -6
105: Cn1c(=O)n(C)c2cc(C(=O)Nc3ccc4c(c3)OCO4)ccc21
    88 | ·
106: CC(=O)c1cccc(NC(=O)C(Sc2ccccc2)c2ccccc2)c1 (stereo not drawn)
    · | 4
107: Cc1cc(Cl)ccc1OCC(=O)NNC(=O)c1ccco1
    · | 5
108: COc1ccc(S(=O)(=O)N2CCC(C(=O)NCc3ccccn3)CC2)cc1C
    69 | 6
109: O=S(=O)(Nn1cnnc1)c1ccccc1Cl
    126 | -7
110: Cc1cccc(NC(=O)C2CCCN2S(=O)(=O)c2ccc(F)cc2)c1C (stereo not drawn)
    116 | 12
111: O=C(Nc1ccc(N2CCN(C(=O)c3ccco3)CC2)cc1)c1ccc2c(c1)OCO2
    75 | -2
112: CCN(CCCNC(=O)c1cn(CC)c2ccc(S(=O)(=O)N(C)C)cc2c1=O)c1cccc(C)c1
    85 | 0
113: CC1(C)CC(NC(=O)C23CCC(C)(C(=O)C2)C3(C)C)CC(C)(C)N1 (stereo not drawn)
    98 | 7
114: Nc1nc2nc(C(F)(F)C(F)(F)C(F)(F)C(F)(F)F)cc(=O)n2[nH]1
    · | 10
115: CCN(CC)CCNC(=O)c1ccc(N2CCCCC2)c(NS(=O)(=O)c2ccc(C)cc2)c1
    96 | 7
116: CCCOc1cccc(C(=O)Nc2ccc(C(=O)Nc3ccccc3C(=O)O)cc2)c1
    · | 25
117: CCOC(=O)CSCCOc1ccc(/C=C2/C(=O)NC(=O)N(c3ccc(OC)cc3)C2=O)cc1OC
    · | -4
118: CCN1C(=O)/C(=C2\C=Cc3ccccc3N2CC)OC1=S
    108 | 11
119: Cc1cc(C)nc(-n2nc(C)c(Oc3ccccc3O)c2C)n1
    107 | 6
